Assay outcomes: PubChem, Sanford-Burnham Center for Chemical Genomics
NadD block = inhibitors of Staphylococcus aureus NadD; inhibition, % at 20 µM; AID 602399; 360,000 tested, 0.78% active; purified NadD enzyme, colorimetric absorbance read-out; in the data active means inhibition above about 26%; further: some compounds past the cut are filed as inactive
Scp-1 inhibitor = blocks human Scp-1 phosphatase activity; Q9GZU7; 340,000 tested, 0.88% active; Recombinant Scp1, phosphopeptide, malachite green phosphate absorbance; AID 493091; inhibition, % at 20 µM;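 active means inhibition above about 50% at 20 µM, limit read from the data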;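 further: plate controls were DMSO wells with enzyme for no effect and wells lacking enzyme for full effect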
Target sequence (Q9GZU7 76-261 limits assumed): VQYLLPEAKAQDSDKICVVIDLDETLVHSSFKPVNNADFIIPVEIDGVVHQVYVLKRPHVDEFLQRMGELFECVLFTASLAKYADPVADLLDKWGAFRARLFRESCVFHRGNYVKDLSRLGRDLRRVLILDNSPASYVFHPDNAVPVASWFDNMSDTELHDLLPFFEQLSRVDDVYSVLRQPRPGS
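Assay system: SCP-1 catalytic fragment, aa 76-261 | Buffer or medium: Tris acetate buffer pH 5.5 with MgCl2 and Tween-20 | Compound: One concentration, 20 µM, with 1.0% DMSO | Also added: Phospho 17-mer peptide substrate | Signal: Absorbance at 630 nm | Incubation: 45 min enzyme reaction at room temperature | Measure: % inhibition of SCP-1 phosphate liberation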
LMPTP inh = LMPTP (human) inhibition; 360,000 tested, 0.22% active; recombinant LMPTP-A, OMFP fluorogenic substrate, fluorescence intensity; inhibition, % at 20 µM;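 active means compounds that cut the enzyme signal by at least half of the control window in the single-dose screen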;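 further: plate controls were DMSO wells with enzyme plus substrate for no effect and substrate without enzyme for full effect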
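Assay system: LMPTP-A, protein tyrosine phosphatase of low molecular weight / Medium: pH 6.0 Bis-Tris buffer with DTT and Triton X-100 / Schedule: 50 min enzyme reaction at room temperature, protected from light / Measured by: endpoint fluorescence intensity from OMFP dephosphorylation / Read-out basis: % inhibition relative to no-enzyme and uninhibited control wells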
SUMO1 PPI mod = modulators of human SUMO1-mediated protein-protein interactions; P63165; SUMO1 binding to a labelled peptide, TR-FRET, 1 h; inhibition, % at 20 µM; 360,000 tested, 0.33% active; AID 602429; in the data active means inhibition above about 37%
SKN-1 block = C. elegans SKN-1 inhibition; C. elegans VP596 Pgst-4::GFP/RFP ratio, acrylamide-induced, 24 h; inhibition, % at 21.8 µM; 360,000 tested, 0.49% active; AID 624304;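 active means interference check ratio from 0.5 to 1.5 plus GFP to RFP signal ratio inhibition reaching or exceeding a fixed threshold, cut at about 30% in these data, passing the limit was not always enough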; further: some compounds called inactive have numbers as strong as hits
DNMT1 block = inhibitors of human DNMT1; inhibition (reported as % activation of signal), % at 10 µM; 360,000 tested, 0.83% active; AID 588458; DNMT1 molecular beacon, Hinp1I cleavage, fluorescence; in the data active means inhibition above about 50%
Rpn11 inh = blocks the human proteasome subunit Rpn11. O00487. human 26S proteasome, Ub4-pepOG fluorescence polarization; 20S core pre-blocked with epoxomicin. calls only at 20 µM. 360,000 tested, 0.59% active;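 active means inhibition at 20 µM, scaled to each plate's controls, above about 33%, limit read from the data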
CendR NRP1 mod = modulators of CendR peptide binding to human neuropilin-1; AID 602438; inhibition, % at 25 µM; FAM-RPARPAR peptide binding to NRP-1, fluorescence polarization; 360,000 tested, 0.85% active; O14786;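 active means inhibition or corrected inhibition above about 18%, plus a signal ratio from 0.5 to 1.5, limit read from the data, passing the limit was not always enough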; further: strong numbers were not always called active
Target sequence (O14786 whole entry, looked up): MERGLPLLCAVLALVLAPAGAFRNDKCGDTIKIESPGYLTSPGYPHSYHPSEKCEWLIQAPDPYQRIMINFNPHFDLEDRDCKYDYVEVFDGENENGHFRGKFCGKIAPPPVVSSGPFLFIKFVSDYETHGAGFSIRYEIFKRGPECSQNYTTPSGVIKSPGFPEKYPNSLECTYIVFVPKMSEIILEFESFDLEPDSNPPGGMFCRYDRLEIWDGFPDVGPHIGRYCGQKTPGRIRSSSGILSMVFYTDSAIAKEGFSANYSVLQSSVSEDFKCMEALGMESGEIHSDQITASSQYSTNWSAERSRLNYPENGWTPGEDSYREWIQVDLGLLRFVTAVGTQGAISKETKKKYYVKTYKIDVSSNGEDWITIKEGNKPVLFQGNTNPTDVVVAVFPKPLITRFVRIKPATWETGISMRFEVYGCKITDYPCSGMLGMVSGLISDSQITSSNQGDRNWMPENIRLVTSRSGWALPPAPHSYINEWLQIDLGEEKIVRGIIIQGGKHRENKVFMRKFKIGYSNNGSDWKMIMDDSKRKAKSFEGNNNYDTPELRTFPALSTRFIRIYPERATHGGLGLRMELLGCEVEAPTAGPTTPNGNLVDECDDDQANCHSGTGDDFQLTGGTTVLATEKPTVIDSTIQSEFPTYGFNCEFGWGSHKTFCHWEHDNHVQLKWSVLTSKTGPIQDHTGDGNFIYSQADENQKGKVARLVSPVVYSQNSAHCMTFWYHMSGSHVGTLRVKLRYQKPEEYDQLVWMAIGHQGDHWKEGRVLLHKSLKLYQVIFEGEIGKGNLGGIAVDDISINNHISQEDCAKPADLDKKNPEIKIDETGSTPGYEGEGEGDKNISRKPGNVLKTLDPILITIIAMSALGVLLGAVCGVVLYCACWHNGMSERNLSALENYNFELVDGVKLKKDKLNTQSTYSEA
MT1-MMP act inh = inhibitors of human MT1-MMP activation; P50281; HT1080 RFP-PRO-GFP cells, GFP/RFP ratio fluorescence, overnight; percent of plate control window, DMSO zero; GFP/RFP ratio change, % at 20 µM; 360,000 tested, 0.061% active;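 active means GFP/RFP ratio change of at least 30% with cell ATP level not reduced by more than half and red fluorescence within 50% of control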; further: strong numbers were not always called active
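Assay system: HT1080 RFP-PRO-GFP cells | Dosing: 20 µM single dose, 1% DMSO | Incubation: Cells overnight before dosing, compound overnight, 37 °C, 5% CO2 | Evaluation: GFP/RFP fluorescence ratio | Control set: DMSO-only wells and HT1080 RFP-L50D-GFP cell wells as references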
STEP inh = STEP (human) phosphatase inhibition; 360,000 tested, 0.25% active; P54829; inhibition, % at 20 µM; recombinant STEP, OMFP fluorogenic substrate, fluorescence;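 active means inhibition at 20 µM, scaled per plate between control wells, above about 37%, limit read from the data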;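 further: 0% = DMSO with enzyme and substrate and 100% = substrate only without enzyme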
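Also added – OMFP at 25 µM · Test system – STEP tyrosine phosphatase · Technique – FITC-channel fluorescence of OMFP product · Schedule – 20 min at room temperature, dark · Evaluation – control-normalized % inhibition with plate pattern correction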
The depositor's hits bear a star; i = inactive; . = no result given.

No.	smiles	NadD block	Scp-1 inhibitor	LMPTP inh	SUMO1 PPI mod	SKN-1 block
1	COc1ccc(CNC(=O)CC2(CC(=O)O)CCCCC2)cc1	-4.3	-7.7	-1.4	-2.0	18.2
2	Cc1ccccc1NC(=S)N(Cc1ccco1)C(C)c1cccs1 (stereo not given)	-5.1	-7.2	-2.1	0.5	-4.9
3	COc1ccccc1C1=CC(=O)C[C@H](c2ccc(F)cc2)C1	-7.5	-17.6	0.8	-7.0	8.4
4	CCc1nc2c(OCCc3cccc(OC)c3)cccn2c1N(C=O)Cc1ccc(OC)cc1	14.9	.	5.2	7.2	-4.2
5	CCNC(=O)C1=C(O)c2sccc2N(C)S1(=O)=O	-1.0	-9.1	-1.7	-0.1	4.6
6	Cc1sc2ncn(CC(=O)NCCCC(=O)N3CCC(C)CC3)c(=O)c2c1C	5.9	-7.1	-0.1	-1.5	2.0
7	C[C@H]1CN([C@@H](C)CO)C(=O)CCCn2nncc2CO[C@H]1CN(C)C(=O)Nc1cccc(Oc2ccccn2)c1	-4.1	.	-3.5	1.0	-9.0
8	Oc1ccc2cc(Br)ccc2c1CN1CCCC1	0.8	2.5	7.5	-4.6	3.1
9	CC1(C)CC(=O)/C(=C(\O)CCCN2C(=O)c3ccccc3C2=O)C(=NCCO)C1	-2.1	-1.7	-0.9	-4.0	-7.6
10	CC(C)(Oc1ccc(Cl)cc1)C(=O)OCn1nnc2ccccc2c1=O	-5.9	-12.0	0.7	-2.4	-7.8
11	Cc1cc(NC(=S)Nc2cccc3ccccc23)n[nH]1	0.9	-3.0	-0.3	-9.0	-3.2
12	CCn1c(=O)cc(OCC(=O)N(C)C2CCCCC2)c2ccccc21	-2.4	-6.8	-0.5	1.6	-18.5

No.	DNMT1 block	Rpn11 inh	CendR NRP1 mod	MT1-MMP act inh	STEP inh
1	-1.1	i	0.7	-1.4	-2.6
2	1.1	i	-16.7	-1.9	17.2
3	0.4	i	5.7	0.6	0.8
4	-9.7	i	0.1	0.5	2.1
5	-1.6	i	4.1	-2.9	-1.4
6	-1.0	i	-4.9	-0.6	-1.8
7	4.6	i	0.7	2.2	-0.7
8	-7.8	i	-6.6	-39.7	0.5
9	1.3	i	-5.5	2.8	-0.6
10	-7.7	i	-3.9	2.3	4.5
11	-0.9	i	-0.9	-0.3	2.3
12	3.6	i	1.4	7.7	-6.2

More structures follow:
No.	smiles	NadD block	Scp-1 inhibitor	LMPTP inh	SUMO1 PPI mod	SKN-1 block
13	O=C(Nc1cccc(F)c1)C1CCCN(S(=O)(=O)c2cccc3cccnc23)C1 (stereo not given)	1.2	-4.7	1.4	0.7	16.9
14	COc1cccc(-c2nc(CS(=O)(=O)CC(=O)NCCc3cc(OC)ccc3OC)c(C)o2)c1	-4.4	2.7	-0.1	0.1	-1.4
15	CC(C)OP(=O)(c1ccc(N(C)C)cc1)C(O)c1ccc(N(C)C)cc1 (stereo not given)	1.5	-1.1	-0.3	5.0	-14.0
16	O=C(CC12CC3CC(C1)CC(CC(=O)N1CCCC1)(C3)C2)N1CCCC1	1.4	-4.4	-1.4	-1.8	-1.3
17	CC(=O)c1c(N2CCCCC2)nc(=S)n(-c2ccccc2)c1C	4.9	1.1	16.9	5.6	0.0
18	COC(=O)c1ccc(C)c(NC(=O)CCc2ccc(OC)cc2)c1	-0.9	-1.9	-1.6	-3.4	4.0
19	CCC(=O)c1cc(F)c(N2CCN(S(=O)(=O)c3ccc(C)cc3)CC2)cc1C	-8.9	-11.3	2.7	-1.3	5.9
20	CCc1ccccc1NC(=O)C1COc2ccccc2O1 (stereo not given)	-2.6	-5.2	-0.2	4.4	-1.9
21	O=C(C[n+]1ccccc1)N/N=C/c1ccccc1C(F)(F)F	-4.6	-10.0	-3.3	-1.4	-6.9
22	CCCCNC(=S)NNC(=O)c1sccc1C	-5.4	-8.6	-0.5	0.9	-12.9
23	CCN(CC)c1ncnc2c1nnn2C	1.3	0.5	1.3	-2.3	7.9
24	COc1ccc(S(=O)(=O)NN(C)c2ncc(C(F)(F)F)cc2Cl)cc1	-0.6	-1.8	-2.0	15.1	6.3

No.	DNMT1 block	Rpn11 inh	CendR NRP1 mod	MT1-MMP act inh	STEP inh
13	-0.5	i	-34.9	-0.1	-2.2
14	-3.1	i	3.9	2.6	1.1
15	0.7	i	5.3	1.0	-0.4
16	3.0	i	-10.0	-2.4	-5.2
17	2.7	i	-0.6	-2.8	10.8
18	-2.2	i	3.2	3.1	-2.7
19	-2.8	i	-8.6	-5.3	3.3
20	0.1	i	-4.5	4.0	-0.9
21	0.7	i	4.5	-0.5	1.9
22	1.4	i	-5.4	-3.7	0.5
23	2.3	i	0.6	-0.4	-0.6
24	0.3	i	4.0	-4.2	-1.2

Continued:
No.	smiles	NadD block	Scp-1 inhibitor	LMPTP inh	SUMO1 PPI mod	SKN-1 block
25	CCN(CC)c1ccc(C=Nc2ccc(C)cc2C)c(O)c1	2.6	-4.2	-0.4	-2.7	8.0
26	COc1ccc(C)cc1NC(=O)CNCc1cccs1	-2.0	-8.3	-0.6	-4.7	-6.9
27	COc1ccc(NC(=O)CC2SC(=NCc3ccccc3OC)NC2=O)cc1 (stereo not given)	5.4	4.1	0.6	-0.1	1.8
28	CCOc1ccc(NC(=O)CN(C)C(=O)c2cc3c(s2)CCC(C)C3)cc1OCC (stereo not given)	-1.6	-9.3	0.9	5.1	9.2
29	COc1ccc(C(=O)NNS(=O)(=O)c2ccc(C)cc2)cc1	-5.3	-11.1	-0.3	0.4	5.0
30	Cc1cc(NC(=O)CN2C(=O)NC(Cc3ccccc3)C2=O)no1 (stereo not given)	-3.5	-4.2	-3.4	-2.7	8.5
31	Cc1noc(C)c1COC(=O)c1ccccc1NC(=O)c1ccco1	-10.2	-3.9	-1.9	0.2	11.9
32	O=C(NCc1cccs1)c1csc([C@@H]2C[C@H](O)[C@@H](CO)O2)n1	-6.3	.	-0.7	-9.0	9.7
33	Cc1cccc(Cn2ncc(Cl)c(Cl)c2=O)c1	-2.1	-2.8	0.4	-4.9	6.1
34	COc1ccc(NC(=S)N(Cc2ccc(N(C)C)cc2)Cc2ccco2)cc1	-3.8	4.3	2.1	3.6	-3.0
35	O=c1c2cn[nH]c2[nH]c(=S)n1-c1ccccc1F	-3.6	-6.1	-1.5	0.2	5.9
36	COc1ccccc1CNC(=O)CSc1nn2c(=O)c(C(C)(C)C)nnc2s1	-1.4	-17.8	1.2	-0.3	1.4

No.	DNMT1 block	Rpn11 inh	CendR NRP1 mod	MT1-MMP act inh	STEP inh
25	-4.0	i	-5.8	-7.2	-2.0
26	-0.5	i	8.3	-0.4	-1.6
27	-10.8	i	-2.4	-7.1	0.8
28	-9.1	i	0.9	2.8	1.4
29	2.4	i	-10.1	-0.2	-3.7
30	5.1	i	-8.8	1.7	1.0
31	9.1	i	1.6	-1.5	-1.3
32	-2.1	i	7.5	-1.1	-1.7
33	10.3	i	8.1	-15.9	-2.0
34	-3.1	i	7.4	-9.4	4.3
35	5.8	i	1.9	4.6	1.4
36	-2.0	i	-2.1	-5.6	-3.5

Additional results follow:
No.	smiles	NadD block	Scp-1 inhibitor	LMPTP inh	SUMO1 PPI mod	SKN-1 block
37	COc1cccc(-c2ccc3c(c2)N(Cc2ccc(F)cc2)C(=O)C(C)S3)c1 (stereo not given)	-3.1	.	0.5	2.3	0.5
38	CCc1ccccc1-n1c(SCC(=O)N2CCCC2)nc2[nH]ncc2c1=O	5.8	10.3	0.7	-1.5	2.4
39	COc1ccc(-c2nc(NC(=O)c3ccco3)sc2C)cc1	-0.1	.	-0.6	2.9	15.1
40	Cc1cc(/C=N/n2c(COc3ccccc3C)nc3ccccc3c2=O)c(O)c([N+](=O)[O-])c1	18.7	-1.7	0.9	-7.0	-3.4
41	O=C1C2CCCN2C(=O)N1CCCCN1CCN(CCO)CC1 (stereo not given)	1.8	-13.8	-6.4	2.1	4.2
42	CCOC(=O)CSC(C)C(=O)Nc1nnc(C(C)C)s1 (stereo not given)	1.8	-14.0	-0.3	-5.0	-2.9
43	CC(C)(C)C(=O)CN1C2=NCCCN2c2ccccc21	-4.5	-1.9	-1.0	-4.2	3.5
44	COc1ccc2sc(-c3ccc(N(C)C)cc3)c(C#Cc3cncn3C)c2c1	11.1	12.2	6.2	-5.8	-1.7
45	CC(C)C(=O)Nc1ccc(NC(=S)NC(=O)c2cc3ccccc3o2)cc1	-5.3	-0.3	-1.4	-4.9	2.0

No.	DNMT1 block	Rpn11 inh	CendR NRP1 mod	MT1-MMP act inh	STEP inh
37	-1.6	i	-22.2	-1.9	2.8
38	0.5	i	-12.7	3.2	-3.3
39	-5.2	i	3.3	-1.9	-0.2
40	-6.7	i	-6.5	1.0	0.6
41	1.0	i	-0.5	3.6	1.1
42	-2.1	i	-6.6	1.6	-0.7
43	0.2	i	0.2	-0.1	-0.8
44	-46.6	i	4.9	-11.4	3.8
45	7.6	i	-2.2	2.2	-2.9

Copied from above: nos. 38–45
No.	smiles	NadD block	Scp-1 inhibitor	LMPTP inh	SUMO1 PPI mod	SKN-1 block
38	CCc1ccccc1-n1c(SCC(=O)N2CCCC2)nc2[nH]ncc2c1=O	5.8	10.3	0.7	-1.5	2.4
39	COc1ccc(-c2nc(NC(=O)c3ccco3)sc2C)cc1	-0.1	.	-0.6	2.9	15.1
40	Cc1cc(/C=N/n2c(COc3ccccc3C)nc3ccccc3c2=O)c(O)c([N+](=O)[O-])c1	18.7	-1.7	0.9	-7.0	-3.4
41	O=C1C2CCCN2C(=O)N1CCCCN1CCN(CCO)CC1 (stereo not given)	1.8	-13.8	-6.4	2.1	4.2
42	CCOC(=O)CSC(C)C(=O)Nc1nnc(C(C)C)s1 (stereo not given)	1.8	-14.0	-0.3	-5.0	-2.9
43	CC(C)(C)C(=O)CN1C2=NCCCN2c2ccccc21	-4.5	-1.9	-1.0	-4.2	3.5
44	COc1ccc2sc(-c3ccc(N(C)C)cc3)c(C#Cc3cncn3C)c2c1	11.1	12.2	6.2	-5.8	-1.7
45	CC(C)C(=O)Nc1ccc(NC(=S)NC(=O)c2cc3ccccc3o2)cc1	-5.3	-0.3	-1.4	-4.9	2.0

No.	DNMT1 block	Rpn11 inh	CendR NRP1 mod	MT1-MMP act inh	STEP inh
38	0.5	i	-12.7	3.2	-3.3
39	-5.2	i	3.3	-1.9	-0.2
40	-6.7	i	-6.5	1.0	0.6
41	1.0	i	-0.5	3.6	1.1
42	-2.1	i	-6.6	1.6	-0.7
43	0.2	i	0.2	-0.1	-0.8
44	-46.6	i	4.9	-11.4	3.8
45	7.6	i	-2.2	2.2	-2.9
